# HepG2 viability: counter-screen for TGF-b inhibitors: cytotoxicity in HepG2 cells; HepG2 CAGA-GFP viability, ATP luminescence, 18 h; Potency, µM (titrated, usually from 46.1 µM), for inactives: top-dose activity change, negative = cytotoxicity, most hits filed as cytotoxic; hit rate 0.76% among 410,000; note: potency is the fitted concentration of half-maximal effect; some results filed as inactive show a strong effect at the top dose
#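 CellTiter-Glo luminescence gave cytotoxicity after 18 hours at 37 degrees C. The cells were HepG2 CAGA-GFP in 1% FBS DMEM, stimulated with 500 pg/mL TGF-beta after compound addition. %Activity was normalised to no-cell wells (complete cell-killing) and DMSO (no toxicity), and curves were fitted and classified.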
# MCF10A rereplic: inducers of DNA re-replication in MCF 10A breast cells. MCF 10A DNA re-replication, Hoechst nuclear intensity, 48 h. Potency, µM (highest dose often 46.1 µM), without a hit: top-dose activity, positive = re-replication, actives largely listed as activators. hit rate 2.9% among 350,000. AID 624296; note: potency is the fitted concentration of half-maximal effect; % of control where 0% means no effect; nearly all actives have a fitted effect of over 50% in size
# A549 tox: A549 cytotoxicity, counter-screen for Nrf2 inhibitors; A549 ARE-Fluc cells, CellTiter-Fluor viability, 18-24 h; Potency, µM (top dose mostly 46 µM), without a hit: at the top dose activity change, negative = cytotoxicity, usual class: inhibitors; hit rate 0.16% among 390,000; AID 504648; note: potency is the fitted concentration of half-maximal effect; % is set by controls: 0 for no effect and ±100 for the full control effect
#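 A549 ARE_Fluc cells in 5% FBS OPTI-MEM were exposed to compounds in concentration-response for 18-24 h at 37 deg C. Viability was read by CellTiter-Fluor fluorescence (Ex 405/Em 525) after 30 min, before the luciferase read.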
# Nrf2 inh: inhibitors of Nrf2 signaling; A549 ARE-Fluc reporter, luciferase luminescence, 18-24 h; Potency, µM (series often up to 46 µM), without a hit: at the top dose activity change, negative = inhibition, most hits filed as inhibitors; hit rate 2.1% among 360,000; AID 504444; note: potency is the fitted concentration of half-maximal effect; % is set by controls: 0 for no effect and ±100 for the full control effect; nearly all actives have a fitted effect of over 60% in size
#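 Two sequential reads on A549 ARE_Fluc cells exposed to compound for 18-24 h: a CellTiter-Fluor fluorescence read for viability, then a luciferase luminescence read for Nrf2/ARE activity.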
# IL1B secr inh: inhibitors of inflammasome signaling (IL-1 beta secretion). THP-1 LPS/ATP IL-1B secretion, AlphaLISA, 16 h; hits give low values. activity change, % at 57.5 µM. hit rate 4.7% among 360,000. AID 743279; in the data active = activity change below about -50%; inconclusive = mostly about -30% to -49%; note: % is set by controls: 0 for no effect and ±100 for the full control effect
#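 Secreted IL-1B measured by AlphaLISA bead assay after 16 h compound exposure of THP-1 cells; compounds (final up to 57.5 uM) added 1 h before LPS (250 ng/mL) and ATP (1.25 mM) stimulation; lower signal means less secretion.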
# S2 tox: cell viability loss in ATXN counter-screen. S2 cells (HEK-293 line with an ATXN2-luciferase reporter) viability, CellTiter-Fluor protease fluorescence, 24 h. Potency, µM (doses to about 56.7 µM), most hits filed as cytotoxic. hit rate 0.49% among 400,000. AID 651635; note: potency is the fitted concentration of half-maximal effect; nearly all actives have a fitted effect of over 40% in size
# TGFb SMAD3 inh: TGF-b pathway inhibition. HepG2 CAGA-GFP TGF-b/SMAD3 reporter, GFP fluorescence, 18 h; TGF-beta stimulated, 500 pg/mL final. Potency, µM (top dose mostly 46.1 µM), inactives show at the highest dose activity, negative = inhibition, hits mostly inhibitors. hit rate 1.2% among 410,000. AID 588855; note: potency is the fitted concentration of half-maximal effect; % is set by controls: 0 for no effect and ±100 for the full control effect; nearly all actives have a fitted effect of over 65% in size
#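 HEPG2 CAGA-GFP cells (1000/well, DMEM with 1% FBS) were pre-incubated 2 h at 37 degrees C, given compound by pin tool, then stimulated with TGF-beta at 500 pg/mL final for 18 h before per-cell GFP fluorescence imaging.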
# Nrf2 activator: activates Nrf2 signaling. hit rate 0.31% among 410,000. AREc32 ARE-luciferase reporter (MCF7-derived line), luminescence, 24 h. Potency, µM (doses to about 46.1 µM), without a hit: at the highest dose activation, most hits filed as activators. AID 624171; note: potency is the fitted concentration of half-maximal effect; % of control where 0% means no effect; nearly all actives have a fitted effect of over 65% in size
#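 AREc32_Fluc, 1000 cells/well, OPTI-MEM + 5% FBS, o/n 37 deg C 5% CO2; 23 nL cpd by pin tool, 24 hr; Steady-Glo 30 min RT, luminescence.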
# ATXN2 expr inh: inhibitors of ATXN2 expression | HEK-293 ATXN2-luciferase reporter, luminescence, 24 h | hit rate 0.72% among 360,000 | Potency, µM (doses to about 57 µM), for inactives: at the top dose activity change, negative = inhibition, most hits filed as inhibitors; note: potency is the fitted concentration of half-maximal effect; % is set by controls: 0 for no effect and ±100 for the full control effect; nearly all actives have a fitted effect of over 55% in size
#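 ATXN2-luciferase reporter cells (luciferase flanked by upstream and downstream ATXN2 gene portions) were treated 24 h at 37 °C with compounds at up to 57 uM. SteadyGlo luminescence gave expression; GF-AFC fluorescence gave viability.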
# Active calls of the source: *; i = inactive; ? = inconclusive; . = no result given; & = joins results of further samples; ! = not active in a repeat; [ ] = another dose, or the depositor's remark. Unless noted, calls come from the whole dose curve; as a rule, active = well fitted curve in the direction sought with a large enough effect; inconclusive = small, poorly fitted or top-dose-only effect, or another doubt; inactive = no such curve, though single readings can be large; an effect the other way counts as inactive or inconclusive.
nr	SMILES	HepG2 viability	MCF10A rereplic	A549 tox	Nrf2 inh	IL1B secr inh	S2 tox	TGFb SMAD3 inh	Nrf2 activator	ATXN2 expr inh
1	CCCCc1nnc(NC(=O)CCS(=O)(=O)Cc2ccccc2)s1	7.8%	1.4%	0.6%	3.7%	6.1	i	7.5%	3.2%	0.8%
2	O=C(Nc1ccc(Oc2ccccc2)cc1)C1CCN(c2ncccn2)CC1	2.6%	3.7%	-6.4%	15.6%	-8.0	i	4.3%	0.0%	-3.6%
3	CCc1ccccc1NC(=O)CSc1nc2c(c(=O)[nH]1)CN(Cc1ccccc1OC)CC2	-3.2%	.	1.5%	17.7%	.	i	0.7%	0.5%	7.6%
4	CC(C)C[C@H]1CN(CCCC[C@H]2CNC(=O)C(=O)N2Cc2ccccc2)C(=O)C(=O)N1CCc1ccc(O)cc1	.	.	.	.	0.0	i	.	-1.3%	-3.1%
5	COc1ccc(Cl)cc1C(=O)NNC(=O)c1[nH]c(C)c(C(C)=O)c1C	7.8%	2.5%	-0.9%	8.1%	-10.0	i	0.0%	18.1%	22.4%
6	COc1ccc(NC(=S)NC(=O)c2ccccc2)cn1	-23.6%	15.4%	0.4%	?	-21.3	i	-13.6%	2.8%	40.3%[activator]
7	CCSC1=N/C(=C\c2ccc3c(c2)OCO3)C(=O)S1	2.1%	-5.1%	-10.0%	1.2%	13.8	i	0.5%	0.0%	-11.9%
8	Cc1ccc(S(=O)(=O)N2CCOCC2)cc1NC(=O)CSc1nc2ccccc2c(=O)n1Cc1ccccc1	-7.4%	9.3%	-14.6%	-22.1%	?	i	4.1%	-0.5%	-6.7%
9	CC(=O)NCCc1cc2ccc(C)c(C)c2[nH]c1=O	-27.6%	4.8%	-0.2%	?	11.9	i	-6.3%	4.0%	4.3%
10	CCc1nc2ccc(C(=O)NCCCn3ccnc3)cn2c1N(C)CCCc1ccccc1	-30.6%	.	.	.	?	i	-9.1%	4.4%	-9.7%
11	O=C(Cc1ccc(F)cc1)NCC1CCCO1 (stereo unspecified)	-5.4%	3.1%	-1.7%	-13.7%	-0.9	i	0.8%	-0.6%	21.2%
12	O=C(c1ccc(Cl)c(Cl)c1)N1CCN(Cc2ccc3c(c2)OCO3)CC1	-30.7%	-3.2%	-13.6%	-17.8%	-13.6	i	?	0.9%	-14.7%
13	Cc1ccc(C)c(CSC2=NCCN2S(=O)(=O)c2ccccc2)c1	-22.9%	?	-4.3%	-22.6%	-16.5	i	?	0.3%	-9.0%
14	O=C(NC12CC3CC(CC(C3)C1)C2)C1CC(=O)N(c2ccc(Br)cc2)C1 (stereo unspecified)	-0.9%	?	-11.8%	-26.5%	4.9	i	2.2%	-0.8%	5.7%
15	Cc1ccc(NC(=O)CSc2nnc3nc(C)cc(C)n23)cc1	-12.5%	.	-0.6%	-28.0%	.	i	-6.8%	-0.6%	-0.4%
16	CC(C)(O)C#Cc1ccc(C(=O)NCCc2ccc(S(N)(=O)=O)cc2)cc1	3.8%	-2.0%	-7.1%	-10.1%	21.8	i	3.2%	-0.5%	1.8%
17	O=C(CN1C(=O)NC(Cc2ccccc2)C1=O)Nc1ccc(F)cc1 (stereo unspecified)	-0.4%	11.2%	-5.8%	-6.9%	2.0	i	11.8%	-0.9%	4.0%
18	CC1CCc2c(sc(NC(=O)CCc3nc4ccccc4c(=O)[nH]3)c2C#N)C1 (stereo unspecified)	-1.3%	-6.3%	4.8%	?	12.8	?	9.8%	2.4%	.
19	Cn1nnnc1Sc1ncnc2scc(-c3ccc(F)cc3)c12	10µM*!	?	?	23.1µM*	-67.6*	?	11.2µM*	?	?
20	CCN(CC)CCN(Cc1cc2cc3c(cc2[nH]c1=O)OCCO3)C(=O)NC1CCCCC1	-22.9%	2.8%	16.4%	24.1%	-22.9	i	-11.8%	0.1%	-5.0%
21	COc1ccc(/C=C/C(=O)OCC(=O)NC2CCCC(C)C2C)cc1 (stereo unspecified)	-14.1%	0.0%	7.3%	8.8%	15.3	i	0.0%	-0.9%	8.5%
22	Cc1ccccc1NC(=O)C1CCCN(C(=O)Nc2ccc(F)cc2)C1 (stereo unspecified)	-3.2%	1.2%	-9.6%	-15.0%	-7.4	?	1.0%	-0.3%	-14.3%
23	Cc1ccc(NC2CCCN(C(=O)c3nonc3C)C2)cc1C (stereo unspecified)	-24.2%	.	.	.	-3.1	i	-4.7%	-0.3%	.
24	C/C(=N\NC(=O)c1nnn(-c2nonc2N)c1CSc1ccc(C)cc1)c1cccnc1	-44.1%	.	.	.	-5.4	i	-8.8%	-1.5%	.
25	COc1cc2[nH]c(=S)n(CCN3CCOCC3)c(=O)c2cc1OC	-2.4%	?	1.9%	3.4%	17.1	i	-0.3%	-0.7%	-1.3%
26	COCCOc1ccc(C(F)(F)F)cc1NC(=O)COC(=O)Cc1c[nH]c2ccccc12	-22.5%	5.3%	5.1%	-22.5%	-2.8	i	-0.5%	3.1%	-6.7%
27	CCc1nnc2n1N(C(C)=O)C(c1ccc(C(C)(C)C)cc1)=C(C(C)=O)S2	-76.2%	.	?	.	.	.	?	-0.2%	.
28	CCCn1c(SCC(=O)Nc2ccc(C(=O)Nc3ccccc3OC)cc2)n[nH]c1=O	1.5%	-1.7%	-3.6%	?	22.1	i	9.0%	-1.0%	1.3%
29	CCOc1ccc(NC(=O)N(CCCN2CCOCC2)Cc2cccnc2)cc1	20.5%	2.1%	0.6%	-2.1%	4.9	i	1.4%	0.5%	-0.9%
30	O=C(Cn1cnc(S(=O)(=O)N2CCCC2)c1)Nc1ccc(OC(F)(F)F)cc1	2.0%&3.9%	7.4%	7.8%&0.2%	?	17.1	i	3.4%&-18.8%	0.1%&-0.4%	-3.5%&-5.1%

# An excerpt from above, showing only Nrf2 activator and TGFb SMAD3 inh:
no. | SMILES | Nrf2 activator | TGFb SMAD3 inh
23 | Cc1ccc(NC2CCCN(C(=O)c3nonc3C)C2)cc1C (stereo unspecified) | -0.3% | -4.7%
24 | C/C(=N\NC(=O)c1nnn(-c2nonc2N)c1CSc1ccc(C)cc1)c1cccnc1 | -1.5% | -8.8%

# Further entries
nr	SMILES	HepG2 viability	MCF10A rereplic	A549 tox	Nrf2 inh	IL1B secr inh	S2 tox	TGFb SMAD3 inh	Nrf2 activator	ATXN2 expr inh
31	O=C(Cn1cccc1)NCc1cccs1	-4.8%	5.3%	10.0%	.	8.8	i	-14.1%	-0.3%	-5.0%
32	Cc1nnc(SCCn2c(N3CCN(C)CC3)nc3c2c(=O)[nH]c(=O)n3C)s1	0.9%	-0.3%	0.0%	?	58.0	i	-1.1%	-0.1%	0.4%
33	CC1CCC(NC(=O)CCS(=O)(=O)c2ccc3c(c2)CC(C)N3C(=O)C2CC2)CC1 (stereo unspecified)	-2.3%	-5.7%	5.2%	14.1%	-0.3	i	2.7%	-0.2%	0.6%
34	N#C/C(=C\c1ccc(OCc2ccc(F)cc2)cc1)C(=O)Nc1cccc(C(=O)O)c1	-18.3%	8.3%	-1.7%	-4.5%	-3.2	i	1.3%	6.8%	.
35	COc1cccc(-c2ncc3ccccc3c2COC(=O)c2cccs2)c1	-8.3%	-7.7%	0.4%	-23.5%	15.6	i	-4.0%	12.1%	-12.1%
36	Cc1ccc(NCC(O)C(O)C(O)CO)cc1C (stereo unspecified)	4.4%	2.0%	2.2%	6.7%	-22.4	?	0.0%	-0.1%	3.2%
37	Cc1ccc(S(=O)(=O)N(C)C)cc1NC(=O)C1CCC1	27.9%	4.2%	3.6%	0.8%	2.6	i	36.3%[activator]	2.0%	5.6%
38	CCc1cccc(C)c1NC(=S)N(CCN(C)C)C(C)c1cccnc1 (stereo unspecified)	-32.9%	5.0%	0.9%	7.0%	-12.6	i	-13.2%	-0.1%	-25.1%
39	CCOC(=O)C1(C)CCN1C(=O)c1ccc(OC)c(F)c1 (stereo unspecified)	7.3%	.	.	.	27.8	i	2.8%	-0.1%	11.1%
40	O=C(CCCOC(=O)c1ccc(O)cc1O)c1ccccc1	-30.2%	-3.8%	0.3%	3.7%	?	i	?	-0.2%	4.1%
41	Cc1cc(C)cc(NC(=O)COC(=O)CCCC2=NS(=O)(=O)c3ccccc3N2)c1	-15.2%	?	7.4%	12.8%	-5.3	i	-3.4%	-0.4%	-29.8%
42	COc1ccc(Oc2nccc(-c3ccccc3)c2C#N)cc1	-34.5%	15.9%	-2.4%	?	?	i	14.6%	5.2%	63.1%[activator]
43	c1ccc(-c2cc3c(N4CCOCC4)ncnc3s2)cc1	-30.8%	13µM*	1.7%	-15.9%	-61.8*	i	3.8%	0.9%	-13.4%
44	CCCCN(C(=O)COC(=O)CSc1ccc([N+](=O)[O-])cc1)c1c(N)n(CCC)c(=O)[nH]c1=O	5.9%	1.6%	5.5%	-4.7%	20.6	i	17.3%	-0.6%	2.8%
45	O=C(Nc1ccnn1C1CCN(CCCc2ccccc2)CC1)c1cccc(F)c1	-18.8%	1.8%	-2.9%	12.4%	0.0	i	7.9%	1.3%	4.6%

# Exported with two lines to a compound: part of the list above.
# Second line of a record: HepG2 viability, MCF10A rereplic, A549 tox, Nrf2 inh, IL1B secr inh, S2 tox, TGFb SMAD3 inh, Nrf2 activator, ATXN2 expr inh
43) c1ccc(-c2cc3c(N4CCOCC4)ncnc3s2)cc1
→ -30.8%, 13µM*, 1.7%, -15.9%, -61.8*, i, 3.8%, 0.9%, -13.4%
44) CCCCN(C(=O)COC(=O)CSc1ccc([N+](=O)[O-])cc1)c1c(N)n(CCC)c(=O)[nH]c1=O
→ 5.9%, 1.6%, 5.5%, -4.7%, 20.6, i, 17.3%, -0.6%, 2.8%
45) O=C(Nc1ccnn1C1CCN(CCCc2ccccc2)CC1)c1cccc(F)c1
→ -18.8%, 1.8%, -2.9%, 12.4%, 0.0, i, 7.9%, 1.3%, 4.6%

# Screening data: PubChem BioAssay, National Center for Advancing Translational Sciences (NCATS)
